# GPR151 activ: activators of human GPR151, primary screen, cell-based, PathHunter beta-arrestin, luminescence. PathHunter beta-arrestin GPR151 cells. 1% of 650,000 active. activation, % at 11.2 µM. AID 1508602, 2020; in the data active = activation above about 4.9%;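 note: 0% = median of compound wells and 100% = cells with positive control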
# Target sequence (Q8TDV0 whole entry, looked up): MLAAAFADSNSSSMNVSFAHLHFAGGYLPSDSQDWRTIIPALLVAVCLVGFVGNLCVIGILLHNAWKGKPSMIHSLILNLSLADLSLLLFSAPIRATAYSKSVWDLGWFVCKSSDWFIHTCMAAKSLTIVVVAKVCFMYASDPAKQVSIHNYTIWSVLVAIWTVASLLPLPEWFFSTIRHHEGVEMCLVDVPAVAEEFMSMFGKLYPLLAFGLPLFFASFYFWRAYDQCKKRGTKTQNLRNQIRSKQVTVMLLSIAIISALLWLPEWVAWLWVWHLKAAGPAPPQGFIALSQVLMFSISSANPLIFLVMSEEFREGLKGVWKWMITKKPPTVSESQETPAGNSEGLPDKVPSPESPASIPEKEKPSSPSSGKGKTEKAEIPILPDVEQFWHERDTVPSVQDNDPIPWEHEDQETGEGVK
# MITF inh: MITF inhibitors, primary screen, biochemical, AlphaScreen, human | AlphaScreen MITF homodimerization, bead proximity signal | inhibition, % at 2.6 µM | 0.91% of 650,000 active | AID 1259374, 2018; in the data active = inhibition above about 50%;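 note: 0% = vehicle wells with protein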
# Target sequence (O75030 whole entry, looked up): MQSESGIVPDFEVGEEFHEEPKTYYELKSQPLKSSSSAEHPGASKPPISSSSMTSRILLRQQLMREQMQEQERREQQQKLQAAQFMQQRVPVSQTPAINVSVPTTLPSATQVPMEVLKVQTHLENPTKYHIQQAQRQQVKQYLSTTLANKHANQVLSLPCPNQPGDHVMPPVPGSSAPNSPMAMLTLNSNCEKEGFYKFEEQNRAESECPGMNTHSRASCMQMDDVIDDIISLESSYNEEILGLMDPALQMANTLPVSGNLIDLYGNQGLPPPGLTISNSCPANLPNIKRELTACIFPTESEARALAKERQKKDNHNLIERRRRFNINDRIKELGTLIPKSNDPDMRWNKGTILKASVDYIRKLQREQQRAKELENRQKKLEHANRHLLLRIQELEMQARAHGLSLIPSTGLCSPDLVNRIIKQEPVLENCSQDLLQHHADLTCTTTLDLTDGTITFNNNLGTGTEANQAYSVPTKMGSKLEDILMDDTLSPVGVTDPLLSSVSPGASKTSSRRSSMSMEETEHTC
# FBW7 act: FBW7 E3 ligase activators, primary screen, biochemical, AlphaScreen, human; F-box/WD repeat-containing protein 7 (Homo sapiens), Q969H0; AlphaScreen FBW7–phospho-cyclin E peptide binding, activator screen; normalized activity (activation), % at 26.1 µM; 0.13% of 650,000 active; in the data active = normalized activity above about 1.9%;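 note: purified mutant Fbw7 with reduced substrate affinity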
# TEAD-YAP block: TEAD-YAP interaction inhibition, primary screen, TEAD-YAP interaction inhibitor project, luminescence, HEK-TIYL cells; TEAD-Gal4/YAP UAS-luciferase luminescence; inhibition, % at 9.12 µM; 1.4% of 640,000 active; in the data active = inhibition above about 32%;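 note: 0% = median of test compound wells and 100% = reference inhibitor wells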
# * hit, by the source's call.
compound,GPR151 activ,MITF inh,FBW7 act,TEAD-YAP block
CCOC(=O)c1c(C)n(-c2ccccc2)c2c1cc(OC(=O)c1ccc(S(=O)(=O)N3CCOCC3)cc1)c1ccccc12,0.4,-1,-0.1,2
Cc1ccc2c(c1)cc(C)c1nn(CC(=O)Nc3ccccn3)c(=O)n12,0.8,22,0.3,-11
CC1=C/C(=N\S(=O)(=O)c2ccc(C)cc2)C(C)=C(Cl)C1=O,-0.1,-7,-0.2,9
CC(C)OCCCNC(=O)c1cc(S(=O)(=O)N2CCCCC2)c[nH]1,-1.7,8,-0.1,3
CCCN(CCC)C(=O)Cc1c(C)nc2c(-c3ccccc3)c(C)nn2c1C,1.0,7,0.1,-8
O=C(CN1CCN(c2ccccc2)CC1)NC(=O)Nc1ccc2c(c1)OCCO2,-0.9,-8,-0.2,4
O=C(N/N=C\c1ccc(Br)cc1)c1cccc2cc[nH]c12,-0.2,-2,-0.2,-14
C[C@@H](OCc1ccccc1)[C@@H]1NC(=O)[C@H]2CN(Cc3cnn(-c4cccc(Cl)c4)c3)CCN2C1=O,0.7,-2,-0.1,-6
COC(=O)c1ccc(C(=O)OC)c(NS(=O)(=O)c2ccccc2[N+](=O)[O-])c1,0.9,2,0.0,4
N#Cc1ccccc1N=c1oc2ccccc2cc1C(N)=O,-1.1,16,-0.1,4
O=C(Nc1ccc2oc(-c3ccc(Cl)c(Cl)c3)nc2c1)c1ccc(-c2ccc(Cl)cc2)o1,-0.9,0,-0.1,-7
CC(C)c1ccc(CN2CCC3(CCC(CNC(=O)c4ccn(C)n4)O3)CC2)cc1 (stereo unspecified),-0.2,9,-0.2,-11
O=C(CCc1c[nH]c2ccccc12)NC1CC1,1.9,3,-0.1,2
O=C(N/N=C/c1ccncc1)c1cc([N+](=O)[O-])ccc1O,1.6,16,0.3,1
CCOC(=O)C1CCN(C(=O)C2(NC(=O)NC3CCCCC3)CCCCC2)CC1,-0.3,-1,0.3,-15
CCCCn1c(=N)n(CC(=O)OC)c2ccccc21,-0.3,19,0.0,8
CCOC(=O)c1cnc2ccccc2c1Nc1ccc(C(=O)OC)cc1,-1.9,0,0.1,-16
CC1CN(CC(=O)NC2CCc3ccccc32)Cc2ccccc2O1 (stereo unspecified),-0.2,8,0.8,-4
CC(C)c1[nH]nc2c1C(c1cccc(Cl)c1Cl)C(C#N)=C(N)O2 (stereo unspecified),-0.7,-2,0.8,4
CCCC(C)c1nnc(NC(=O)c2cccc([N+](=O)[O-])c2)s1 (stereo unspecified),-3.5,-10,0.4,0
C[C@@H]1CN(C(=O)c2nc3ccc(Cl)cn3c2CNCC[C@@H]2C[C@@H]3C=C[C@H]2C3)C[C@H](C)O1,0.6,5,0.0,1
Cc1cccc(Nc2nc(-c3ccccn3)cs2)c1,-1.6,-3,-1.6,-13
Cc1ccccc1-n1cc(CN(C)C(=O)CCC2(Cc3ccco3)CCC(=O)N2)cn1 (stereo unspecified),0.6,6,0.2,8
Brc1ccccc1/C=N/Nc1nc2ccccc2o1,-0.5,3,0.0,-32
COc1ccc(OCCC(=O)OCC(=O)c2cccc(Cl)c2)cc1,-0.6,20,0.6,1
CN(C)CCN(CC1CCCC1)C(=O)Nc1ccc(-c2cn[nH]c2)cc1N(C)CCN(C)C,0.8,12,0.2,36*
CCOC(=O)c1cc(-c2ccccc2)n[nH]1,-0.4,4,-0.1,0
CS(=O)(=O)N(CC(=O)NCc1cccnc1)c1ccc2c(c1)OCO2,0.7,-11,-0.1,-4
CCCCCCOc1ccc2c(=O)c(Oc3cccc(C)c3)coc2c1,0.3,-6,-0.1,7
Cc1ccc(NC(=O)NNC(=O)c2ccncc2)cc1,-1.0,3,-0.1,8
Cc1nc(NC(=O)/C=C/c2ccco2)sc1C,-0.1,4,-0.1,-28
CN(CCCC(=O)N1CCCCC1)S(=O)(=O)c1ccc2c(c1)C(=O)c1ccccc1C2=O,-0.4,-12,-0.5,-11
Cc1ccccc1-n1nc2c(c1NC(=O)c1ccc(S(=O)(=O)N3CCCCC3)cc1)CSC2,0.6,1,0.0,-3
O=C1CSC(c2ccc([N+](=O)[O-])o2)N1Cc1ccco1 (stereo unspecified),0.3,30,0.1,-2
C=CCNC(=O)CSc1nc2cc(OC)c(OC)cc2cc1C#N,0.0,0,0.0,-6
O=C(c1ccco1)N(CCCn1ccnc1)c1nc2ccc(Br)cc2s1,0.7,-4,-0.4,-14
CN(CCc1cnn(C)c1)C1CCN(c2ccc(C(=O)N3CCOCC3)cc2)CC1,-1.5,-1,-0.1,12
CCCc1nc(SCC(=O)NC(C)C)c2ccccc2n1,2.3,21,0.2,-11
Cc1ccc(/C=N/N(C)S(=O)(=O)c2ccc(C)cc2)cc1,0.0,7,0.1,5
Cn1ccnc1SCc1cc(=O)c(OC(=O)c2ccccc2C(F)(F)F)co1,2.1,7,-0.5,3
O=C1NN(c2ccc(Cl)c(Cl)c2)C(=O)/C1=C/C=C/c1ccco1,0.8,12,0.1,9
CC1=C(C(=O)Nc2cccc(C(F)(F)F)c2)C(c2ccc(O)c([N+](=O)[O-])c2)NC(=O)N1 (stereo unspecified),0.3,9,0.3,7
CC(C)(C)OC(=O)N1CCC(c2ccnc3cc(C(C)(C)C)nn23)CC1,0.6,-5,0.4,-7
COC(=O)c1ccc(NC(=O)Cn2cnc3c(cnn3-c3cccc(C)c3C)c2=O)cc1,8.8*,0,0.0,9
Cc1cn[nH]c1C1CCCN(S(=O)(=O)c2cccc3ccccc23)C1 (stereo unspecified),-1.0,-7,0.0,-3
Cc1ccc(CNC(=O)C(=O)NCc2ccccc2Cl)cc1,-0.6,-4,0.0,7
CC1CN(c2ncn(-c3ccc(Nc4ncc5ccc(-c6cnn(C)c6)c(Cl)c5n4)cc3)n2)CC(C)O1 (stereo unspecified),-0.2,21,0.1,57*
O=C(c1ccco1)N(NC(=O)C(O)(c1ccccc1)c1ccccc1)c1cccc(Cl)c1,-0.2,4,0.0,1
Cc1cc(NC(=O)CN(C)Cc2c(F)cccc2Cl)no1,0.7,1,-0.1,6
CC(Oc1ccc(Br)cc1)C(=O)NCCN1CCOCC1 (stereo unspecified),3.7,-5,0.2,-3
Cc1ncsc1CCCNCc1c(C(=O)N2CCCC2)nc2ccccn12,1.3,8,0.1,2
CCOc1ccc(NC(=O)/C=C/c2ccc(OC)cc2)cc1,-0.6,0,0.0,5
O=C(c1ccccc1)C1C(c2ccccc2)N(c2ccccc2)S1(=O)=O (stereo unspecified),1.0,8,-0.1,4
NC(=O)c1cc(N2C(=O)CCC2=O)ccc1Cl,0.8,11,0.5,9
c1ccc(N2CCN(Cc3nc4ccccc4[nH]3)CC2)nc1,-0.3,6,-0.1,-5
COC(=O)C(=O)Nc1nnc(-c2ccc(OC)cc2)s1,-4.0,19,0.0,20
COc1ccc(C(=O)NCc2ccc(F)cc2)nn1,2.2,6,-0.3,-4
O=[N+]([O-])c1ccc(C2Nc3cccc4cccc(c34)N2)cc1,0.0,19,-0.1,18
COc1ccc2nc3c(cc2c1)CN(C1CCC1)C(=O)C(C)O3 (stereo unspecified),-0.2,18,1.1,-16
COc1ccc(NC(=O)CSc2nc3ccccc3c(=O)n2CCC(=O)N2CCCCC2)cc1,-0.1,-5,-0.4,6

# (more compounds)
compound,GPR151 activ,MITF inh,FBW7 act,TEAD-YAP block
CCc1ccc(NC(=O)CSc2nc3cc4c(cc3c(=O)n2CCCCCC(=O)NCCc2ccc(OC)c(OC)c2)OCO4)cc1,-0.2,3,-0.1,5
CCOc1ccc(NC(=S)NC(=O)c2ccc([N+](=O)[O-])cc2)cc1,-0.5,4,-0.1,3
CC1CCC(NC(=O)C(NS(=O)(=O)c2ccc3c(c2)oc(=O)n3C)C(C)C)CC1 (stereo unspecified),-0.3,12,0.6,9
CC(C)NC(=O)CSc1nnc(Nc2ccc(C(C)C)cc2)s1,-0.6,7,0.3,-19
COc1ccc(CN2CCNC(=O)C2CC(=O)N(C)C2CCOCC2)cc1OC (stereo unspecified),-2.2,3,-0.1,-3
COc1ccc(C(C)=O)cc1CSc1nc2ccsc2c(=O)n1CCc1ccccc1,-1.1,6,-0.1,-7
COc1cc(C(=O)NCC(=O)N/N=C/c2cccc(O)c2)cc(OC)c1OC,-0.5,6,0.0,0
Cc1ccc(N2C(N)=NC(N)=NC23CCCC3)c(C)c1,-0.6,-1,0.0,4
COc1ccc(OC)c(NC(=O)C(=O)N/N=C/c2ccc(C(=O)O)cc2)c1,0.3,9,0.2,3
CCC1(CC)Cc2ccccc2-c2c1c(=O)n(Cc1ccccc1)c1nnnn21,1.1,0,0.2,-5
CCc1ccc(C(=O)N2CCN(c3ccc([N+](=O)[O-])c(NC)c3)CC2)cc1,0.1,7,-0.3,3
CCN(CC)S(=O)(=O)c1nnc(NC(=O)COc2ccccc2Cl)s1,-0.4,14,0.0,3

# Part of the list above, with values under each structure.
# Value order – GPR151 activ, MITF inh, FBW7 act, TEAD-YAP block
COc1ccc(C(=O)NCc2ccc(F)cc2)nn1
→ 2.2, 6, -0.3, -4
O=[N+]([O-])c1ccc(C2Nc3cccc4cccc(c34)N2)cc1
→ 0.0, 19, -0.1, 18
COc1ccc2nc3c(cc2c1)CN(C1CCC1)C(=O)C(C)O3 (stereo unspecified)
→ -0.2, 18, 1.1, -16
COc1ccc(NC(=O)CSc2nc3ccccc3c(=O)n2CCC(=O)N2CCCCC2)cc1
→ -0.1, -5, -0.4, 6
CCc1ccc(NC(=O)CSc2nc3cc4c(cc3c(=O)n2CCCCCC(=O)NCCc2ccc(OC)c(OC)c2)OCO4)cc1
→ -0.2, 3, -0.1, 5
CCOc1ccc(NC(=S)NC(=O)c2ccc([N+](=O)[O-])cc2)cc1
→ -0.5, 4, -0.1, 3
CC1CCC(NC(=O)C(NS(=O)(=O)c2ccc3c(c2)oc(=O)n3C)C(C)C)CC1 (stereo unspecified)
→ -0.3, 12, 0.6, 9
CC(C)NC(=O)CSc1nnc(Nc2ccc(C(C)C)cc2)s1
→ -0.6, 7, 0.3, -19
COc1ccc(CN2CCNC(=O)C2CC(=O)N(C)C2CCOCC2)cc1OC (stereo unspecified)
→ -2.2, 3, -0.1, -3
COc1ccc(C(C)=O)cc1CSc1nc2ccsc2c(=O)n1CCc1ccccc1
→ -1.1, 6, -0.1, -7
COc1cc(C(=O)NCC(=O)N/N=C/c2cccc(O)c2)cc(OC)c1OC
→ -0.5, 6, 0.0, 0
Cc1ccc(N2C(N)=NC(N)=NC23CCCC3)c(C)c1
→ -0.6, -1, 0.0, 4
COc1ccc(OC)c(NC(=O)C(=O)N/N=C/c2ccc(C(=O)O)cc2)c1
→ 0.3, 9, 0.2, 3
CCC1(CC)Cc2ccccc2-c2c1c(=O)n(Cc1ccccc1)c1nnnn21
→ 1.1, 0, 0.2, -5
CCc1ccc(C(=O)N2CCN(c3ccc([N+](=O)[O-])c(NC)c3)CC2)cc1
→ 0.1, 7, -0.3, 3
CCN(CC)S(=O)(=O)c1nnc(NC(=O)COc2ccccc2Cl)s1
→ -0.4, 14, 0.0, 3

# New compounds follow.
compound,GPR151 activ,MITF inh,FBW7 act,TEAD-YAP block
O=S(=O)(c1ccc(Cl)c(-c2nnc(-c3ccc(Br)cc3)o2)c1)N1CCOCC1,0.2,0,0.1,10
COc1ccc(CCNc2cc(Nc3nc4ccccc4n3C)ncn2)cc1,3.3,0,-0.3,15
CCOc1ccccc1OCCOCCOc1ccccc1OC,0.4,9,0.0,-1
CC(C)CN(CC(C)C)C(=O)Nc1cccc([N+](=O)[O-])c1,-1.5,6,0.9,-2
CCNC(=O)N1CCCC(c2nnc(C)s2)C1 (stereo unspecified),0.0,5,0.3,-9
Cc1ccc(S(=O)(=O)NCCNc2ccc([N+](=O)[O-])cc2C(F)(F)F)cc1,1.5,12,0.1,4
COCC(C)NC(=O)CN1C(=O)C(=O)N(Cc2ccccc2)C1=O (stereo unspecified),-0.3,-3,0.0,2
CCCCSc1nnc2c(n1)OC(c1ccc(-c3ccc(Br)cc3)o1)Nc1ccccc1-2 (stereo unspecified),-0.2,-3,0.1,3
